High-throughput results (PubChem)
KDM5B inhibitor – Primary screen for KDM5B Histone Demethylases FDH-coupled qHTS; KDM5B demethylase, FDH-coupled NADH fluorescence (FDH is formaldehyde dehydrogenase); Potency, µM (titrated, usually from 57.7 µM), for the others: at the top dose activity change, negative = inhibition, usual class: inhibitors; 2.6% of 220,000 active; AID 1347165, 2019; active = well fitted inhibition curve with a large enough effect; inconclusive = small, poorly fitted or top-dose-only effect; inactive = no such curve, though single readings can be large or run the other way; also: 0% is about no effect; nearly all actives have a fitted effect of over 70% in size
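KDM5BΔAP (200 nM final) in 50 mM HEPES pH 7.5, 0.01% Tween-20 was preincubated 10 min at RT with compound over a concentration range. Substrate mix (H3K4me3 12.5 µM, α-KG 25 µM, Fe²⁺, ascorbate, NAD⁺, FDH) was added, and NADH fluorescence change over 30 min gave dose-response curves.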
Active calls of the source: *; [ ] = dose if it differs, or a comment. Potency is read from the fitted curve at half-maximal effect.

How did C=CCNC(=O)N[C@H]1C[C@@H](C(=O)N[C@H](Cc2ccccc2)C(N)=O)N(C(=O)CSC)C1 do in these assays?
KDM5B inhibitor: -10%

What do the screens show for `CN(C)CCNC(=O)c1cc2cc(Cl)ccc2[nH]1`?
KDM5B inhibitor: 149%[activator]

Results for COc1ccc(-c2cc(C(=O)N3CCOC(c4ccc(F)cc4)C3)[nH]n2)cc1 (stereo not drawn) ?
KDM5B inhibitor: -18%

What do the screens show for `O=S(=O)(NCCc1cn2ccccc2n1)c1ccc(Cl)cc1C(F)(F)F`?
KDM5B inhibitor: 21%

How did COCCn1c(=O)c2c(nc(-n3nc(C)cc3C)n2Cc2ccc(F)cc2)n(C)c1=O do in these assays?
KDM5B inhibitor: 0%

How did COCCCNC(=O)C(NC(=O)c1ccccc1)C1CCN(C(=O)C2CC2)CC1 (stereo not drawn) do in these assays?
KDM5B inhibitor: 14%

How did CC(C)CN1C(=O)c2cccn2CC1C(=O)NC1CCS(=O)(=O)C1 (stereo not drawn) do in these assays?
KDM5B inhibitor: -26%

What do the screens show for `O=S(=O)(Nc1nc2ccccc2nc1NCc1ccc(Cl)cc1)c1cccs1`?
KDM5B inhibitor: inconclusive

Results for c1ccc(-c2ccc(-c3ccccn3)s2)nc1 ?
KDM5B inhibitor: inactive

What do the screens show for `Cc1ccc(Cl)c(NC(=O)CSc2nnc(C)n2C)c1`?
KDM5B inhibitor: 4%

What do the screens show for `CCOC(=O)c1c(-c2ccc(OC)cc2)oc2ccc(OCc3ccc(Br)cc3)cc12`?
KDM5B inhibitor: inconclusive

How did CC(=O)c1cccc(NC(=O)c2cc3sc(Cl)cc3n2C)c1 do in these assays?
KDM5B inhibitor: -16%

What do the screens show for `Cc1ccc(N2CC(NC(=O)c3cc4ccccc4o3)CC2=O)cc1` (stereo not drawn)?
KDM5B inhibitor: -10%

Results for Cc1ccc(C)c(CN2C(=O)c3ccccc3S(=O)(=O)c3ccc(C(=O)OCC4CCCO4)cc32)c1 (stereo not drawn) ?
KDM5B inhibitor: -19%

What do the screens show for `Cc1ccc2c(=O)cc(C(=O)Nc3nnc(C)s3)oc2c1`?
KDM5B inhibitor: inconclusive

How did COc1ccc(Cl)cc1NC(=O)Cn1c(=O)n(Cc2ccco2)c(=O)c2ccc(C(=O)NC3CCCC3)cc21 do in these assays?
KDM5B inhibitor: inconclusive

Results for CN1CC(=O)N(c2ccc(Cl)cc2)Cc2c1ncnc2N1CCC(O)CC1 ?
KDM5B inhibitor: inconclusive

Results for CCCN(CCC)CCNC(=O)C1CCCN(S(=O)(=O)c2cccc3nsnc23)C1 (stereo not drawn) ?
KDM5B inhibitor: -20%

How did O=C(Cn1c(=O)n(Cc2ccco2)c(=O)c2oc3ccccc3c21)Nc1ccc(F)c(Cl)c1 do in these assays?
KDM5B inhibitor: inconclusive

Results for CN(C)c1ccc(C=Nc2ccc(Nc3ccccc3)cc2)cc1 ?
KDM5B inhibitor: inconclusive

Results for O=C1NCN(Cc2ccc(Cl)cc2)C12CCN(Cc1ccccn1)CC2 ?
KDM5B inhibitor: 18%

Results for O=C(Nc1cccc(CO)c1)c1cccc2cccnc12 ?
KDM5B inhibitor: 1%

Results for Cc1cc2cc(C(=O)N3CCN(c4nc5ccccc5s4)CC3)ccc2o1 ?
KDM5B inhibitor: 19%

How did Cc1nc([C@@H]2CN(C(=O)c3cscn3)C[C@H]2C(N)=O)n[nH]1 do in these assays?
KDM5B inhibitor: 9%

What do the screens show for `O=C(c1cnccn1)N1CCc2c(n(Cc3ccccc3)n(-c3ccccc3)c2=O)C1`?
KDM5B inhibitor: -24%[86.2 µM]

What do the screens show for `CC(=O)Nc1ccc(NC(=O)c2cc(=O)c3ccc(C)cc3o2)cc1`?
KDM5B inhibitor: inconclusive

Results for Cn1nc(C2CCNCC2)n(Cc2ccccc2)c1=O ?
KDM5B inhibitor: -1%

How did O=C(N1C[C@@H](CO)[C@H](c2ccncc2)C1)C1(c2ccccc2)CC1 do in these assays?
KDM5B inhibitor: -2%

What do the screens show for `Cc1nc(N2CCN(CC(=O)N3CCCC3)CC2)c(C#N)c2c1COC(C)(C)C2`?
KDM5B inhibitor: inconclusive

How did Cc1ccc(C)c(-n2nc(-c3c(C)nc4scc(CC(=O)NC5CCCCC5)n4c3=O)cc2C)c1 do in these assays?
KDM5B inhibitor: inconclusive

Fetched by compound from the entries so far (3):
Results for Cc1cc2cc(C(=O)N3CCN(c4nc5ccccc5s4)CC3)ccc2o1 ?
KDM5B inhibitor: 19%

Results for Cn1nc(C2CCNCC2)n(Cc2ccccc2)c1=O ?
KDM5B inhibitor: -1%

What do the screens show for `O=C(c1cnccn1)N1CCc2c(n(Cc3ccccc3)n(-c3ccccc3)c2=O)C1`?
KDM5B inhibitor: -24%[86.2 µM]

The listing continues:
How did O=C(NCC(=O)N1CCN(S(=O)(=O)c2ccc3c(c2)OCCO3)CC1)c1ccc2c(c1)OCO2 do in these assays?
KDM5B inhibitor: 9%

Results for Cc1ccc(S(=O)(=O)c2nc(-c3ccc(F)cc3)oc2SCC(=O)NC2CCCCC2)cc1 ?
KDM5B inhibitor: -2%

What do the screens show for `O=C(c1cc2n(n1)CC(c1ccc(Cl)cc1)OC2)N1CCN(c2ccc(Cl)cc2)CC1` (stereo not drawn)?
KDM5B inhibitor: -12%

Results for O=C(CC1(O)C(=O)N(CCc2ccccc2)c2ccc(Br)cc21)c1ccc(F)cc1 (stereo not drawn) ?
KDM5B inhibitor: -24%

What do the screens show for `COc1ccc(OC)c(CCNC(=O)c2cnn(-c3ccccc3)c2C2CCN(C(=O)OC(C)(C)C)CC2)c1`?
KDM5B inhibitor: -14%

How did CCCn1c(=O)sc2cc(NC(=O)COc3ccc(Cl)cc3)ccc21 do in these assays?
KDM5B inhibitor: inconclusive

What do the screens show for `Cc1ncc(-c2ccc(C)c(S(=O)(=O)Nc3cccc(C)c3C)c2)o1`?
KDM5B inhibitor: -4%

What do the screens show for `CCCn1cc(CN2CCc3nc(N4CCN(C)CC4)[nH]c(=O)c3CC2)c2ccccc21`?
KDM5B inhibitor: -3%

How did O=C(Nc1ccc(Cc2nc3ccccc3s2)cc1)C1CC=CCC1 (stereo not drawn) do in these assays?
KDM5B inhibitor: 22%

Results for O=C1CSC2(C(=O)Nc3ccccc32)N1c1cccc(Cl)c1 (stereo not drawn) ?
KDM5B inhibitor: 8%

Results for COCCn1c(C(=O)OC)c(NC(=O)CC(C)C)c2cc(NC(C)CCn3cccn3)cnc21 (stereo not drawn) ?
KDM5B inhibitor: -15%

How did Cc1ccccc1C(=O)Nc1cc(-c2ccc(Cl)cc2)nn1-c1ccccc1 do in these assays?
KDM5B inhibitor: 9%

Results for Cc1cc(C)c(OCC(=O)c2ccc3c(c2)N(CCCC(=O)N2CCOCC2)C(=O)CO3)c(C)c1 ?
KDM5B inhibitor: -13%

What do the screens show for `CCN(CC(=O)NC(C)C)C(=O)Cn1c(=O)c2c(ncn2CC(C)C)n(Cc2ccccc2)c1=O`?
KDM5B inhibitor: 12%

What do the screens show for `CN1C[C@@H](NC(=O)c2cncnc2)C[C@H]1c1nc(-c2cnccn2)no1`?
KDM5B inhibitor: 5%[86.2 µM]

How did COCCn1c2c(c(=O)[nH]c1=O)C(c1ccc(OC)cc1)C1=C(N2)c2ccccc2C1=O (stereo not drawn) do in these assays?
KDM5B inhibitor: -17%

Results for Cc1noc(C)c1Cc1c(C(=O)NC2CCc3n[nH]c(=O)n3CC2)noc1C (stereo not drawn) ?
KDM5B inhibitor: 68%[activator]

How did O=C(CCc1ccccc1)NC1CCN(c2ccccc2S(=O)(=O)C(F)(F)F)CC1 do in these assays?
KDM5B inhibitor: 6%

What do the screens show for `CC(C)CNc1ccc2c(n1)C(C)(C(=O)NC1CCOCC1)CN(Cc1ccccc1)C2` (stereo not drawn)?
KDM5B inhibitor: 4%[86.2 µM]

Results for COc1cc(/C=C/C(=O)OCC(=O)NC2CC2)cc(OC)c1OC ?
KDM5B inhibitor: inconclusive

Results for Cc1ccc(CNC(=O)c2nn(C)c3c2CSc2ccccc2-3)cc1 ?
KDM5B inhibitor: -13%

How did O=C(CCCc1c[nH]c2ccccc12)N1CCCC1CN1CCCC1 (stereo not drawn) do in these assays?
KDM5B inhibitor: 9%

Results for COC(=O)/C(C#N)=C\c1ccc(OCc2ccc(Cl)cc2)c(OC)c1 ?
KDM5B inhibitor: 23%

How did COc1ccc(N2CC(C(=O)NCCCc3ccccc3)NC2=O)cc1 (stereo not drawn) do in these assays?
KDM5B inhibitor: -10%

Results for CCOC(=O)c1ccc(NC(=O)c2oc(=O)c3ccccc3c2-c2ccccc2)cc1 ?
KDM5B inhibitor: 2%

What do the screens show for `COC(=O)c1cccc(CNc2ccc3c4c(cccc24)CC3)c1`?
KDM5B inhibitor: inconclusive

What do the screens show for `Cc1ccc(C)c(C(=O)OCC(=O)c2c[nH]c3ccccc23)c1`?
KDM5B inhibitor: 1%

Results for Cc1ccc(CNC(=O)Cn2c(=O)cc(C(F)(F)F)c3c(C)nn(C)c32)cc1 ?
KDM5B inhibitor: inconclusive

Results for CC(C)c1ccc(-c2cc(C(=O)O)[nH]n2)cc1 ?
KDM5B inhibitor: -14%

How did O=C(CC1COCCN1)N1CCC(OCc2cccnc2)CC1 (stereo not drawn) do in these assays?
KDM5B inhibitor: -8%

The final five compounds of the part before are carried over, then new ones follow.
What do the screens show for `COC(=O)c1cccc(CNc2ccc3c4c(cccc24)CC3)c1`?
KDM5B inhibitor: inconclusive

What do the screens show for `Cc1ccc(C)c(C(=O)OCC(=O)c2c[nH]c3ccccc23)c1`?
KDM5B inhibitor: 1%

Results for Cc1ccc(CNC(=O)Cn2c(=O)cc(C(F)(F)F)c3c(C)nn(C)c32)cc1 ?
KDM5B inhibitor: inconclusive

Results for CC(C)c1ccc(-c2cc(C(=O)O)[nH]n2)cc1 ?
KDM5B inhibitor: -14%

How did O=C(CC1COCCN1)N1CCC(OCc2cccnc2)CC1 (stereo not drawn) do in these assays?
KDM5B inhibitor: -8%

What do the screens show for `O=C(CCN1C(=O)/C(=C/c2ccccc2F)SC1=S)Nc1cccnc1`?
KDM5B inhibitor: 9%

What do the screens show for `Cc1ccc(C(=O)N2CCC3(CC2)N=C(c2cccc(Br)c2)NO3)s1`?
KDM5B inhibitor: -17%

Results for CC(C)OCCCNC(=O)c1ccc(N2CC3CC(C2)[C@H]2CCCC(=O)N2C3)nc1 (stereo partly drawn) ?
KDM5B inhibitor: -21%

What do the screens show for `Cc1c(C)c2ccc(OC(C)C(=O)NCCCN3CCOCC3)c(C)c2oc1=O` (stereo not drawn)?
KDM5B inhibitor: inconclusive

Results for O=C(CNc1nc(Cl)nc2nc[nH]c12)NCCc1c[nH]c2ccc(Cl)cc12 ?
KDM5B inhibitor: 7%

Results for O=C1NCCCC1C(=O)N/N=C/c1ccc([N+](=O)[O-])cc1 (stereo not drawn) ?
KDM5B inhibitor: -6%

How did OCC1CN(Cc2ccc(C(F)(F)F)cc2)CC12CCNCC2 (stereo not drawn) do in these assays?
KDM5B inhibitor: -15%

Results for O=C(Cc1ccccc1F)Nc1cnc(-c2cccnc2)nc1 ?
KDM5B inhibitor: -1%

Results for Cc1ccc(Sc2c(C)nn(C(=O)C3CCCN3S(=O)(=O)c3ccccc3)c2C)cc1 (stereo not drawn) ?
KDM5B inhibitor: 21%

How did Cc1ccc(S(=O)(=O)N2CCCCC2)cc1NC(=O)CN1C(=O)c2ccccc2S1(=O)=O do in these assays?
KDM5B inhibitor: 11%

Results for Cc1ccc(Nc2nnc(-c3ccc(C)c(S(=O)(=O)N4CCN(C)CC4)c3)c3ccccc23)cc1 ?
KDM5B inhibitor: -14%

Results for COc1cc(NC(=O)Cn2ccn3nc4c(c3c2=O)CCCCC4)cc(OC)c1 ?
KDM5B inhibitor: inconclusive

What do the screens show for `COc1ccc(CCNC(=O)c2cc3c(N4CCCC4)nc(C)cn3n2)cc1OC`?
KDM5B inhibitor: inactive

What do the screens show for `CN1C[C@@H](NC(=O)c2ccccn2)C[C@H]1c1nc(-c2ccc(Cl)cc2)no1`?
KDM5B inhibitor: -21%[86.2 µM]

How did COc1ccccc1C(=O)Nc1ccc(O)c(-c2nc3ccccc3o2)c1 do in these assays?
KDM5B inhibitor: 9%

What do the screens show for `COc1ccc(Cn2c(SCc3ccc(C(=O)NC(C)c4ccccc4)cc3)nc3cccnc32)cc1` (stereo not drawn)?
KDM5B inhibitor: inconclusive

What do the screens show for `Cn1nc(C(=O)N2CCN(c3ncccn3)CC2)c2ccccc2c1=O`?
KDM5B inhibitor: -10%

Results for COC(=O)c1ccccc1NC(=O)Cn1c(=O)n(Cc2ccc(C(=O)NCc3ccc4c(c3)OCO4)cc2)c(=O)c2ccccc21 ?
KDM5B inhibitor: inconclusive

Results for CC(OC(=O)Cn1[nH]c(=O)c2ccccc2c1=O)C(=O)Nc1ccccc1F (stereo not drawn) ?
KDM5B inhibitor: 9%

Results for COc1cccc(C(N)=O)c1OCc1cccc(COc2c(OC)cccc2C(N)=O)c1 ?
KDM5B inhibitor: 14%

What do the screens show for `Cn1c(N)c(C(C[N+](=O)[O-])c2ccccc2Cl)c(=O)n(C)c1=O` (stereo not drawn)?
KDM5B inhibitor: -5%

Results for CN(C)c1ccc(CN2CCn3c(nnc3-c3ccccc3)C2)cc1 ?
KDM5B inhibitor: -8%[115 µM]

How did COCc1ccc(C(=O)NC(C)c2ccc(F)cc2F)cc1 (stereo not drawn) do in these assays?
KDM5B inhibitor: 10%

What do the screens show for `COc1cc(OC)c(NC(=O)CCc2nc(C3=CCN(Cc4cccc(Cl)c4)CC3)no2)cc1Cl`?
KDM5B inhibitor: 11%

How did CCCN1CCN(c2nc3ccccc3nc2NS(=O)(=O)c2cccc(Cl)c2)CC1 do in these assays?
KDM5B inhibitor: inconclusive

This is a subset, so the mix of outcomes need not match the whole.
